# HPDE-C7 viability – HPDE-C7 pancreatic duct cell viability loss – fluorescence, HTS (AID 430); HPDE-C7 pancreatic duct cells viability, fluorescence; higher % means a stronger effect; cytotoxicity, % at 10 µM, or EC50 in µM where a hit was titrated; hit rate 1.8% among 63,000;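 further: cells exposed to compound for 48 hours before viability readout; 0% = vehicle and 100% = reference cytotoxic drug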
# Spn MK inh – blocks S. pneumoniae mevalonate kinase; purified MK, PK/LDH-coupled NADH absorbance 340 nm; inhibition, % at 10 µM; hit rate 0.48% among 65,000; AID 555;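 active means ranked among the strongest by inhibition in the single 10 µM screen, a fixed top-ranked set picked for dose follow-up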; further: no value below 0 was filed
# PMK inhibit – S. pneumoniae PMK inhibition; purified PMK, PK/LDH-coupled NADH absorbance 340 nm; inhibition, % at 10 µM; hit rate 0.49% among 65,000; AID 539;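 active means top-ranked compounds by inhibition in the single 10 µM screen, taking a fixed number of the strongest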;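 further: 0% = full reaction with DMSO carrier and 100% = background rate without enzyme reaction; no value below 0 was filed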
# HPDE-C7K KRASV12 – cytotoxicity in KRAS-transformed pancreatic duct cells, primary screen, cell-based, fluorescence, HTS (AID 431). hit rate 1.7% among 63,000. one-dose cytotoxicity, % at 10 µM; EC50 in µM for titrated hits. HPDE-C7K KRASV12 cells, Alamar Blue viability, 48 h; higher % means a stronger effect;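 active means compounds whose percent cytotoxicity in the single-dose primary screen, scaled between solvent and toxic-drug controls, exceeds 50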;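 further: 0% = DMSO solvent wells and 100% = doxorubicin-treated wells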
# HT1080 cytotoxicity – cytotoxicity in HT1080 fibrosarcoma cells, cell-based, fluorescence readout (AID 620); HT1080 viability, fluorescence; higher % means a stronger effect; hit rate 0.42% among 87,000; cytotoxicity, % at 10 µM; hits with a dose series show EC50 in µM;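 further: cells exposed to compound overnight then 4 h with Alamar Blue; 0% = vehicle DMSO and 100% = killing control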
# TNAP inhibition – inhibition of tissue-nonspecific alkaline phosphatase – biochemical, luminescent (AID 518); purified TNAP enzyme, luminescent substrate readout; higher % means a stronger effect; one-dose inhibition, % at 20 µM; IC50 in µM for titrated hits; hit rate 0.09% among 64,000; in the data active means a potency from the dose series; inactive means the rest, 99 in 100 with inhibition below about 22%;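 further: plate controls were vehicle for no effect and reference inhibitor for full effect; many of its hits are not listed in these tables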
# Bfl-1 inhibitors – Bfl-1 inhibitors, primary screen, biochemical, fluorescence polarization, FITC-Bid, mouse (AID 432). hit rate 0.02% among 64,000. displacement, % at 20 µM; hits with a dose series show IC50 in µM. FITC-Bid BH3 peptide fluorescence polarization displacement; higher % means a stronger effect; in the data active means a potency from the dose series; inactive means the rest, 99 in 100 with displacement below about 15%; further: strong numbers were not always called active
# LYP phosphatase – inhibition of human PTPN22 tyrosine phosphatase – biochemical, DiFMUP fluorescence, recombinant catalytic domain, 10 µM, primary screen (AID 606). recombinant LYP catalytic domain, DiFMUP fluorescence; higher % means a stronger effect. inhibition, % at 10 µM, or IC50 in µM where a hit was titrated. 52,000 tested, under 10 active;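 active means IC50 under 40 µM in the dose-response test; inactive means IC50 of 40 µM or more, or never dose-tested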
# Spn DPM-DC inh – inhibitors of Streptococcus pneumoniae diphosphomevalonate decarboxylase | calls only at 10 µM | purified DPM-DC, PK/LDH coupled NADH fluorescence | hit rate 0.49% among 65,000;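 active means the 320 compounds with the highest percent inhibition in the single-dose primary screen, excluding strongly autofluorescent ones, cut at about 32% in these data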;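 further: kinetic rate of NADH fluorescence loss reporting ADP formed by the decarboxylase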
# PMK inhibit pilot replicates – further read-out of PMK inhibit, marked with its call; inhibition, %; measured here: pilot screen replicates
# Spn MK inh pilot replicates – also measured in Spn MK inh; calls as there; inhibition, %; measured here: pilot screen replicates
# Spn DPM-DC inh pilot screen % – also measured in Spn DPM-DC inh; calls as there; inhibition, %; measured here: pilot screen trials
# * marks the source's active call; other numbers are inactive results; i = inactive; nt = no result given. Unless noted, no stated cut-off is given here; in the data, active means cytotoxicity above about 50%; inactive means the rest.
SMILES,HPDE-C7 viability,Spn MK inh,PMK inhibit,HPDE-C7K KRASV12,HT1080 cytotoxicity,TNAP inhibition,Bfl-1 inhibitors,LYP phosphatase,Spn DPM-DC inh,others
CCOC(=O)c1c(C)[nH]c(C)c1C(=O)COC(=O)CCOc1ccccc1OC,-10%,9,12,-10%,0%,5%,1%,nt,i,
CCN(CC)CCn1c(=S)[nH]c2cc(Cl)ccc2c1=O,4%,18,11,8%,0%,7%,-2%,10%,i,
CCOc1ccc(Br)cc1S(=O)(=O)Nc1ccccc1N1CCOCC1,-9%,0,13,26%,4%,7%,-9%,11%,i,
OC1(c2ccccc2)C/C(=N\n2cnnc2)C=C1c1ccccc1 (stereo not drawn),-6%,6,4,-4%,6%,10%,-5%,-3%,i,
c1csc(CSc2nnc3sc4ccccc4n23)c1,nt,3,9,nt,23%,nt,nt,-5%,i,
N#CCCCSc1nnc(-c2ccc(Cl)cc2)n1-c1ccccc1,-20%,2,1,-16%,5%,2%,3%,8%,i,
C=C(C)C1Cc2c(C)nn(-c3ccccc3)c2C1 (stereo not drawn),nt,5,11,nt,-7%,8%,-10%,7%,i,
CCN(CC(=O)NC1CCCCCC1)S(=O)(=O)c1ccccc1,-28%,5,0,-12%,7%,0%,-2%,0%,i,
CCOC(=O)c1cnn(-c2nc3sc4c(c3c(=O)[nH]2)CCCC4)c1N,20%,14,4,24%,11%,-5%,4%,-1%,i,
COC(=O)C1ON2OC(C(=O)OC)C(C(=O)OC)C2C1CC(C)=O (stereo not drawn),nt,14,10,nt,-1%,12%,0%,nt,i,
CCOc1ccc2nc(SCC(=O)N(C)C3CCS(=O)(=O)C3)[nH]c2c1 (stereo not drawn),10%,15,17,8%,1%,16%,0%,10%,i,
COc1ccc(-n2nnc3c(SCc4ccccc4)ncnc32)cc1,2%,0,2,3%,-12%,9%,3%,12%,i,
CCC(NS(=O)(=O)c1ccc(OC)cc1)C(=O)O (stereo not drawn),nt,0,0,nt,3%,6%,-4%,nt,i,
NC1=NC(c2ccc(Cl)cc2)n2c(nc3ccccc32)N1 (stereo not drawn),-28%,6,21,-24%,-13%,-26%,-4%,-5%,i,PMK inhibit pilot replicates=0.0;Spn MK inh pilot replicates=0.0;Spn DPM-DC inh pilot screen %=1.0
Cc1ccc2c(c1)c1cccc3c1n2CCN3CCC(N)=O,21%,7,14,33%,5%,16%,-1%,9%,nt,
Cc1nc2sc(C(c3ccco3)N3CCc4ccccc4C3)c(O)n2n1 (stereo not drawn),nt,7,10,nt,26%,nt,nt,2%,i,
O=C(Cn1c(-c2ccccn2)nc2ccccc21)NCCN1CCOCC1,6%,9,5,-8%,1%,-3%,-4%,6%,i,
CC(=O)c1cc2c(cc1NC(=O)CCc1ccccc1)OCO2,4%,19,9,4%,14%,14%,-8%,nt,i,
CC1S/C(=C(\C#N)C(N)=O)N(c2ccc(F)cc2)C1=O (stereo not drawn),-12%,15,9,-7%,-9%,11%,-6%,11%,i,
CC1(C)CC(=O)C(C=NCCc2ccc(S(N)(=O)=O)cc2)=C(O)C1,-13%,31,7,-9%,6%,6%,-2%,5%,i,PMK inhibit pilot replicates=4.0;Spn MK inh pilot replicates=0.0;Spn DPM-DC inh pilot screen %=0.0
CCCC1Cc2c(sc3nc(SC)nc(N)c23)CO1 (stereo not drawn),-1%,1,18,5%,-10%,14%,1%,10%,i,
COc1cc(C(=O)NCc2ccco2)cc(OC)c1OC,-4%,0,3,-9%,4%,5%,0%,1%,i,
COC(=O)c1ccccc1NC(=O)Cn1cnc2cc(C)c(C)cc21,-19%,8,4,4%,-1%,14%,-1%,4%,i,
CN1CCN(c2ccc(Cl)cc2NS(=O)(=O)c2ccccc2Cl)CC1,8%,0,14,19%,-2%,9%,13%,4%,i,
COc1ccc(S(=O)(=O)N(C)c2ccc(C(=O)N3CCC(C(N)=O)CC3)cc2)cc1,2%,6,10,-3%,-6%,10%,4%,10%,i,
COC(=O)c1cc(OC)c(OC)cc1NC(=O)c1cnccn1,-6%,4,3,-5%,1%,-1%,-3%,-1%,i,
COc1ccc(C2c3sc(=O)[nH]c3SC3C(=O)N(c4ccccc4)C(=O)C32)cc1 (stereo not drawn),1%,4,0,-2%,-3%,0%,-4%,9%,i,
CCN1C(=O)c2ccccc2Sc2ccc(C(=O)NCCN3CCOCC3)cc21,-3%,11,10,-5%,-2%,5%,-4%,7%,i,
CCc1c(C)nc(N)n2c(SCC(=O)N3CCCC(C)C3)nnc12 (stereo not drawn),9%,0,21,1%,8%,8%,-8%,11%,i,
O=C(CSc1nnc(-c2ccco2)n1-c1ccccc1)N1CCN(C(=O)c2ccco2)CC1,3%,4,13,0%,-1%,14%,4%,18%,i,PMK inhibit pilot replicates=5.5;Spn MK inh pilot replicates=3.0;Spn DPM-DC inh pilot screen %=2.0
Nc1ccc(Cl)c(-c2nc3ncccc3o2)c1,-1%,0,0,7%,-10%,3%,-6%,nt,i,
Cc1cc(-c2csc(NC(=O)c3ccc(=O)n(C)n3)n2)c(C)n1CC1CCCO1 (stereo not drawn),-8%,0,15,-19%,-2%,4%,-6%,nt,i,
CC(C)C12CCC(C(=O)O)C(C1)C(=O)O2 (stereo not drawn),0%,0,0,-7%,5%,1%,-8%,3%,i,
O=C(Nc1ccc(S(=O)(=O)N2CCOCC2)cc1)c1ccc(Cl)cc1,-11%,6,12,-12%,-3%,1%,-7%,8%,i,
O=C(NCc1ccco1)c1csc2c1CCCCC2,-21%,8,15,-9%,1%,1%,-5%,5%,i,
CCc1cccc(C)c1N(C(=O)Cn1c(=O)[nH]c2ccccc21)C(C)COC (stereo not drawn),28%,1,6,14%,0%,5%,-5%,9%,i,

# An excerpt of the results above, as a working copy:
SMILES,HPDE-C7 viability,Spn MK inh,PMK inhibit,HPDE-C7K KRASV12,HT1080 cytotoxicity,TNAP inhibition,Bfl-1 inhibitors,LYP phosphatase,Spn DPM-DC inh,others
CN1CCN(c2ccc(Cl)cc2NS(=O)(=O)c2ccccc2Cl)CC1,8%,0,14,19%,-2%,9%,13%,4%,i,
COc1ccc(S(=O)(=O)N(C)c2ccc(C(=O)N3CCC(C(N)=O)CC3)cc2)cc1,2%,6,10,-3%,-6%,10%,4%,10%,i,
COC(=O)c1cc(OC)c(OC)cc1NC(=O)c1cnccn1,-6%,4,3,-5%,1%,-1%,-3%,-1%,i,
COc1ccc(C2c3sc(=O)[nH]c3SC3C(=O)N(c4ccccc4)C(=O)C32)cc1 (stereo not drawn),1%,4,0,-2%,-3%,0%,-4%,9%,i,
CCN1C(=O)c2ccccc2Sc2ccc(C(=O)NCCN3CCOCC3)cc21,-3%,11,10,-5%,-2%,5%,-4%,7%,i,
CCc1c(C)nc(N)n2c(SCC(=O)N3CCCC(C)C3)nnc12 (stereo not drawn),9%,0,21,1%,8%,8%,-8%,11%,i,
O=C(CSc1nnc(-c2ccco2)n1-c1ccccc1)N1CCN(C(=O)c2ccco2)CC1,3%,4,13,0%,-1%,14%,4%,18%,i,PMK inhibit pilot replicates=5.5;Spn MK inh pilot replicates=3.0;Spn DPM-DC inh pilot screen %=2.0
Nc1ccc(Cl)c(-c2nc3ncccc3o2)c1,-1%,0,0,7%,-10%,3%,-6%,nt,i,
Cc1cc(-c2csc(NC(=O)c3ccc(=O)n(C)n3)n2)c(C)n1CC1CCCO1 (stereo not drawn),-8%,0,15,-19%,-2%,4%,-6%,nt,i,
CC(C)C12CCC(C(=O)O)C(C1)C(=O)O2 (stereo not drawn),0%,0,0,-7%,5%,1%,-8%,3%,i,
O=C(Nc1ccc(S(=O)(=O)N2CCOCC2)cc1)c1ccc(Cl)cc1,-11%,6,12,-12%,-3%,1%,-7%,8%,i,
O=C(NCc1ccco1)c1csc2c1CCCCC2,-21%,8,15,-9%,1%,1%,-5%,5%,i,
CCc1cccc(C)c1N(C(=O)Cn1c(=O)[nH]c2ccccc21)C(C)COC (stereo not drawn),28%,1,6,14%,0%,5%,-5%,9%,i,

# The list continues:
SMILES,HPDE-C7 viability,Spn MK inh,PMK inhibit,HPDE-C7K KRASV12,HT1080 cytotoxicity,TNAP inhibition,Bfl-1 inhibitors,LYP phosphatase,Spn DPM-DC inh,others
O=C(CN1CCN(CCOCCO)CC1)N1c2ccccc2Sc2ccc(Cl)cc21,-25%,0,15,-26%,-3%,2%,-22%,3%,i,
CC1CC(C)CN(CC(C)(C)NS(=O)(=O)c2ccccc2)C1 (stereo not drawn),-6%,25,5,-2%,4%,16%,-4%,nt,i,
Cc1ccc(-n2ncc(C(=O)N3CCc4ccccc4C3)c2NC(=O)c2ccco2)cc1C,71%*,6,8,80%*,2%,5%,-10%,0%,i,PMK inhibit pilot replicates=1.0;Spn MK inh pilot replicates=0.0;Spn DPM-DC inh pilot screen %=0.0
CCc1ccc(S(=O)(=O)c2n[nH]n3c2nc(=O)c2ccccc23)cc1,nt,6,5,nt,-2%,nt,nt,9%,i,
CNC(=O)c1nnc(Cc2ccc(F)cc2)o1,0%,0,3,1%,-4%,5%,-5%,11%,i,
COc1cc(S(=O)(=O)NCC2CCCO2)c(OC)cc1Cl (stereo not drawn),-42%,9,10,-6%,-2%,10%,-10%,10%,i,
O=C1NC2CCCCC2NC1CC(=O)N1CCN(c2ccccc2)CC1 (stereo not drawn),4%,8,10,0%,2%,-5%,4%,5%,i,
Cc1csc(NC(=O)c2nc(-c3ccccc3)n(-c3ccccc3)n2)n1,-6%,2,1,-19%,1%,6%,-2%,nt,i,
O=C(CCS(=O)(=O)c1cccc2nonc12)NCCc1ccccc1,2%,2,10,-3%,2%,3%,-5%,6%,nt,
CCCn1[nH]cc(SC)c(=O)c1=O,0%,8,0,-5%,2%,6%,5%,2%,i,
O=C(c1cc2c(s1)-c1ccccc1OC2)N1CCN(c2ccccn2)CC1,2%,7,0,-2%,-5%,8%,-6%,2%,nt,
O=C1CN(C(=O)c2ccccc2F)c2ccccc2N1,8%,0,7,2%,10%,3%,3%,9%,i,
COCc1nnc(SCC(=O)NCc2ccccc2)n1-c1ccccc1,-5%,10,12,8%,-5%,10%,-5%,10%,i,
CCCCCCn1c(CN2CCN(C(=O)OCC)CC2)nc2c1c(=O)n(C)c(=O)n2C,nt,7,9,nt,-3%,nt,nt,4%,i,
Cc1ccc(-c2nc(CSCC(=O)NCc3cccnc3)c(C)o2)cc1,nt,4,6,nt,-9%,nt,nt,nt,i,
O=C(CSc1nnc2scc(-c3ccccc3)n12)N1CCCc2ccccc21,-1%,5,14,2%,-26%,5%,1%,nt,i,
CCOc1ccccc1C1CC(c2ccccc2)Nc2nc(N)nn21 (stereo not drawn),-15%,5,0,-7%,-5%,1%,2%,-9%,i,
Cc1ccccc1-n1nnnc1SCc1csc(-c2ccccc2)n1,20%,0,0,29%,1%,7%,-9%,nt,i,
COCCNC(=O)c1cc2c(-c3ccc(Cl)cc3)nn(C)c2s1,5%,0,7,6%,1%,5%,1%,nt,nt,

# Rows are unselected. Share with any hit: about 3.5%.
